RXFP1 agonist = qHTS Assay for Agonists of the Relaxin Receptor RXFP1 | Relaxin receptor 1 (Homo sapiens), Q9HBX9 | HEK293T-RXFP1 cAMP TR-FRET, 30 min; response scale: percent of porcine relaxin response, buffer zero | Potency, µM (doses to about 57.5 µM), for the others: top-dose activation, actives largely listed as activators | actives 0.3% (n = 370,000); also: % is scaled to controls: 0 for no effect and ±100 for the full control effect; nearly all actives have a fitted effect of over 60% in size; many of its hits are not listed in these tables
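cAMP rise read by TR-FRET after 30 min, 37C compound exposure (up to 58 uM) in RXFP1-transfected HEK293 cells with Ro 20174 present. EC50 from Hill-equation fits, with 29 nM porcine relaxin as 100% and buffer as basal.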
12-LOX inh = Primary qHTS assay for inhibitors of human arachidonate 12S-lipoxygenase (ALOX12): Round 2 | Polyunsaturated fatty acid lipoxygenase ALOX12 (Homo sapiens), P18054 | purified 12hLO, xylenol orange hydroperoxide absorbance | Potency, µM (series often up to 108 µM), without a hit: at the top dose activity change, negative = inhibition, hits mostly inhibitors | actives 1.1% (n = 580,000) | AID 1671190, 2021; also: % is scaled to controls: 0 for no effect and ±100 for the full control effect
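Hydroperoxide product was detected by ferrous iron/xylenol orange as the 573 to 405 nm absorbance ratio. Arachidonic acid at 40 uM (final) was turned over for 30 min at room temperature by 150 nM human 12hLO, pH 7.0 Hepes buffer, after 15 min compound preincubation.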
USP1 inh = Inhibitors of USP1/UAF1: Primary Screen | actives 0.23% (n = 390,000) | Ubiquitin carboxyl-terminal hydrolase 1 (Homo sapiens), O94782 | recombinant USP1/UAF1, Ub-Rhodamine cleavage fluorescence | Potency, µM (highest dose often 57.1 µM), without a hit: top-dose activity change, negative = inhibition, usual class: inhibitors; also: % is scaled to controls: 0 for no effect and ±100 for the full control effect; nearly all actives have a fitted effect of over 60% in size; inactives centre near -12
Target sequence (O94782 whole entry, looked up): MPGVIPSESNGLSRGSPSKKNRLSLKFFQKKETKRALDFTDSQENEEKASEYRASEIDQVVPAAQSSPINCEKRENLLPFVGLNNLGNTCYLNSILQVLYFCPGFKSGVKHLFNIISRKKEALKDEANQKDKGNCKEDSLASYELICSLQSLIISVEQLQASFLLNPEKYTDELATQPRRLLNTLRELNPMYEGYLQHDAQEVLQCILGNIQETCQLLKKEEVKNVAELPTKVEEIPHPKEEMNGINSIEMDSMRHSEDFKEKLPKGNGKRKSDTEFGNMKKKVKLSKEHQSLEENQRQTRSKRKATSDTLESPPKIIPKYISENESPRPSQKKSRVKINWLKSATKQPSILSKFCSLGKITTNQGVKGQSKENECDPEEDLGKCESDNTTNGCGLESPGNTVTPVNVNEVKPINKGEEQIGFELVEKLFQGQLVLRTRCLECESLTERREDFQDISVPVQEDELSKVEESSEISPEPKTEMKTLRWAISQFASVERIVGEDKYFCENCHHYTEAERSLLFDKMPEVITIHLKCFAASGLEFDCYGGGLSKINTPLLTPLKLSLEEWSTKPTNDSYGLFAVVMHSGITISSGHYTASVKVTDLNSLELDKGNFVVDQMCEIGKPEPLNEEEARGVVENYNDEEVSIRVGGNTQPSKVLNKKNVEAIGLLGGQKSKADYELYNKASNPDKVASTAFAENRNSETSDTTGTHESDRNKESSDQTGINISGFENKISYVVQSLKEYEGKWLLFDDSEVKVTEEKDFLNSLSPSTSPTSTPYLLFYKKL
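USP1/UAF1 complex (1 nM) preincubated 15 min at room temperature with compound, then Ub-Rho substrate (150 nM final) added. Kinetic fluorescence at 480/540 nm over 6 reads at 60 s intervals; 50 mM HEPES pH 7.8, 0.5 mM EDTA, 0.1 mg/ml BSA, 1 mM TCEP, 0.01% Tween-20.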
TrxR1 substrate = qHTS Assay for Substrates of Mammalian Selenoprotein Thioredoxin Reductase 1 (TrxR1): qHTS; Thioredoxin reductase 1, cytoplasmic (Rattus norvegicus), O89049; purified TrxR1 substrate turnover, NADPH consumption readout; Potency, µM (top dose mostly 114 µM), for the others: at the top dose activity change, negative = substrate turnover; actives 0.01% (n = 390,000); AID 588456, 2011; also: % is scaled to controls: 0 for no effect and ±100 for the full control effect; nearly all actives have a fitted effect of over 50% in size
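Rat TrxR1, dispensed at 90 nM, was prereduced with 400 uM NADPH (final) for 5 min at ~22 deg C, then incubated with compound 15 min before 400 uM selenite. A first-read NADPH fluorescence drop versus no-compound background flagged substrates.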
Vif-A3G inh = qHTS for Inhibitors of Vif-A3G Interactions: qHTS; DNA dC->dU-editing enzyme APOBEC-3G (Homo sapiens), Q9HC16; HeLa A3G-eYFP + Vif (tagged APOBEC3G with the HIV-1 protein that degrades it), YFP fluorescence, overnight; Potency, µM (titrated, usually from 46.1 µM), without a hit: at the highest dose activity, negative = active, hits mostly inhibitors; actives 0.076% (n = 410,000); AID 602310, 2012;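 also: % is scaled to controls: 0 for no effect and ±100 for the full control effect; nearly all actives have a fitted effect of over 60% in size; hits raise eYFP signal because A3G escapes Vif-driven loss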
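HeLa cells stably expressing Vif and C-terminally eYFP-tagged A3G, seeded overnight at 37 deg C, then exposed to compound by pintool overnight at 37 deg C. Rise in yellow fluorescence (Ex 488/Em 500-530, Acumen) marks blocked Vif-driven A3G degradation.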
IDH1 R132H inh = qHTS for Inhibitors of mutant isocitrate dehydrogenase 1 (IDH1): qHTS. AID 602179, 2012. IDH1-R132H enzyme, NADPH consumption, diaphorase/resazurin fluorescence. Potency, µM (doses to about 76.6 µM), for the others: top-dose activity change, negative = inhibition, most hits filed as inhibitors. actives 0.093% (n = 390,000); also: % is scaled to controls: 0 for no effect and ±100 for the full control effect; nearly all actives have a fitted effect of over 65% in size
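IDH1-R132H (0.5 ug/mL) preincubated 30 min with compound, then NADPH (0.016 mM) and alpha-KG (2 mM) added; 80 min at RT, pH 7.5. Remaining NADPH coupled via diaphorase/resazurin to fluorescence (540/590 nm); concentration-response curves normalized to no-enzyme control.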
RGS4 inhibitor = Inhibitors of Regulator of G Protein Signaling (RGS) 4: qHTS; actives 0.039% (n = 390,000); Regulator of G-protein signaling 4 (Homo sapiens), P49798; Transcreener GDP fluorescence polarization, RGS4-accelerated GTP hydrolysis; Potency, µM (titrated, usually from 114 µM), for inactives: at the top dose activity change, negative = inhibition, usual class: inhibitors; also: % is scaled to controls: 0 for no effect and ±100 for the full control effect; nearly all actives have a fitted effect of over 75% in size; some results filed as inactive show a strong effect at the top dose
Target sequence (P49798 whole entry, looked up): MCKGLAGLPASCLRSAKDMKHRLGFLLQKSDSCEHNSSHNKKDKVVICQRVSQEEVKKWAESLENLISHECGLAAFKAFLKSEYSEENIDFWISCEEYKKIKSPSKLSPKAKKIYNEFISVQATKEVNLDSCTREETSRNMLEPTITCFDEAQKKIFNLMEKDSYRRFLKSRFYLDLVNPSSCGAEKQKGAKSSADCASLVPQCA
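MLSMR compounds (23 nl, pin-transferred) preincubated 10 min at room temperature with a 500nM (2x) first reagent, then RGS4 at 900nM (2x) plus Transcreener GDP mix added; fluorescence polarization (620/688 nm) read before and after 90 min at 30 °C.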
Vif-A3F inh = qHTS for Inhibitors of Vif-A3F Interactions: qHTS. HeLa A3F-eYFP + Vif (tagged APOBEC3F with the HIV-1 protein that degrades it), YFP fluorescence increase. Potency, µM (top dose mostly 46.1 µM), inactives show at the top dose activity, negative = active. actives 0.2% (n = 390,000); also: % of control where 0% means no effect; nearly all actives have a fitted effect of over 65% in size
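Fluorescence increase (Ex 488/Em 500-530) after overnight compound treatment at 37 deg C flags inhibition of Vif-driven A3F-eYFP loss in stable HeLa A3F-eYFP/Vif cells seeded overnight beforehand.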
TrxR1 inh = qHTS Assay for Inhibitors of Mammalian Selenoprotein Thioredoxin Reductase 1 (TrxR1): qHTS; Thioredoxin reductase 1, cytoplasmic (Rattus norvegicus), O89049; recombinant rTrxR1, NADPH fluorescence consumption, selenite substrate; Potency, µM (series often up to 114 µM), inactives show at the highest dose activity change, negative = inhibition, hits mostly inhibitors; actives 1% (n = 390,000); also: % is scaled to controls: 0 for no effect and ±100 for the full control effect; nearly all actives have a fitted effect of over 65% in size
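Rat TrxR1 (90 nM in the dispensed reagent) was pre-reduced with 400 uM NADPH for 5 min at room temperature, then incubated with compound for 15 min. After 400 uM selenite was added, NADPH fluorescence (Ex 340/Em 450 nm) was followed for 8 min.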
* hit, by the source's call; ? = inconclusive; · = not tested or not shown; & = joins results of further samples; [ ] = another dose, or the depositor's remark. Calls follow the shape of the dose curve; as a rule, active = well fitted curve in the direction sought with a large enough effect; inconclusive = small, poorly fitted or top-dose-only effect, or another doubt; inactive = no such curve, though single readings can be large; an effect the other way counts as inactive or inconclusive. Potency is read from the fitted curve at half-maximal effect. This is a subset; count on the stated rates, not on these rows.

The first 3 records as a preview:
SMILES	RXFP1 agonist	12-LOX inh	USP1 inh	TrxR1 substrate	Vif-A3G inh	IDH1 R132H inh	RGS4 inhibitor	Vif-A3F inh	TrxR1 inh
CCOc1ccc(NS(=O)(=O)c2ccc3[nH]cc(C(=O)NCC4CCCO4)c(=O)c3c2)cc1 (configuration not stated)	-0.2%&4.3%	?	-9%&5%	5%[57.1 µM]	2%&-1%	5%&-1%	6%&6%	-4%&0%	2%[57.1 µM]
NC(=O)c1ccsc1NC(=O)COC(=O)c1cnccn1	0.6%	137%[activator]	2%	-16%	0%	5%	?	-6%	-7%
C=CCNC(=O)/C(=C/c1ccco1)NC(=O)c1ccc(Br)o1	1.9%	-11%	-19%	-4%	1%	-2%	-30%	4%	?

The whole of this part, from the start:
SMILES	RXFP1 agonist	12-LOX inh	USP1 inh	TrxR1 substrate	Vif-A3G inh	IDH1 R132H inh	RGS4 inhibitor	Vif-A3F inh	TrxR1 inh
CCOc1ccc(NS(=O)(=O)c2ccc3[nH]cc(C(=O)NCC4CCCO4)c(=O)c3c2)cc1 (configuration not stated)	-0.2%&4.3%	?	-9%&5%	5%[57.1 µM]	2%&-1%	5%&-1%	6%&6%	-4%&0%	2%[57.1 µM]
NC(=O)c1ccsc1NC(=O)COC(=O)c1cnccn1	0.6%	137%[activator]	2%	-16%	0%	5%	?	-6%	-7%
C=CCNC(=O)/C(=C/c1ccco1)NC(=O)c1ccc(Br)o1	1.9%	-11%	-19%	-4%	1%	-2%	-30%	4%	?
CN(Cc1cccc(F)c1)C(=O)c1ccc2c(=O)n3c(nc2c1)CCC3	13%	78%[activator]	-22%	4%	0%	-11%	-3%	-4%	21%
CCOC(=O)C1=C(COC(=O)/C=C/c2cccc(Cl)c2)NC(=O)NC1C (configuration not stated)	1.2%	-17%	-12%	1%	1%	9%	2%	0%	4%
NS(=O)(=O)c1ccc(CNC(=O)c2sccc2-c2ccccc2)cc1	2.9%	4%	-7%	-8%	0%	2%	6%	-1%	-17%
c1ccc(CSc2nnc([C@@H]3CCCN3)o2)cc1	-2.8%	2%	-20%	1%	0%	0%	-13%	-7%	-12%
CC(C)OC(=O)c1ccc2nc3ccccc3nc2c1	1.0%	?	-17%	9%[57.1 µM]	-4%	-2%	14%	8%	5%
Cc1cc(C#N)c(C)c(SCc2[nH]nc3c2C(c2ccccc2)C(C#N)=C(N)O3)n1 (configuration not stated)	4.3%	0%	-20%	1%	2%	?	?	2%	?
COc1cc(CNCCC2CCOC(C)(C)C2)ccc1O (configuration not stated)	2.5%	?	-4%	8%[57.1 µM]	-2%	0%	-15%	-1%	1%[57.1 µM]
CCOc1ccc(-n2ccnc(SCC(=O)Nc3ccc(OC)cc3OC)c2=O)cc1	2.0%	2%	-17%	25%	3%	0%	?	-9%	30%
CC(C)[C@H](NS(=O)(=O)c1ccccc1)C(=O)OCC(=O)NCc1ccc2c(c1)OCO2	·	0%	-19%	13%[57.1 µM]	0%	0%	6%	-2%	28%[57.1 µM]
COc1ccc(NC(=O)C(NC(C)=O)C(=O)Nc2ccc(F)cc2)cc1 (configuration not stated)	-1.0%	1%	-2%	8%	-6%	1%	-5%	0%	14%
COc1ccccc1Oc1ccc(NC(=O)c2ccccc2C)cc1	1.3%	-1%	-15%	6%	-23%	10%	-3%	2%	18%
O=C(NCC1CCN(Cc2ccccc2Cl)CC1)c1cc2ccc3cccnc3c2[nH]1	-4.1%	6%	-26%	1%	4%	2%	-4%	1%	5%
CC1=C(C)CC(C(=O)Nc2nc(-c3ccc(F)cc3)c(C)s2)C(C(=O)O)C1 (configuration not stated)	2.5%	19%	-8%	-8%	0%	3%	7%	1%	-15%
CC(C)n1c(SCC(=O)NCc2ccco2)nc2c1c(=O)n(C)c(=O)n2C	3.7%	11%	-6%	2%	0%	-3%	7%	-12%	-21%
COc1ccccc1N(C)S(=O)(=O)c1ccc(C)c(C(=O)N2CCCCCC2)c1	0.2%	7%	-23%	2%	1%	1%	7%	8%	3%
Nc1c(Sc2ccccc2)c(=O)[nH]c(=O)n1Cc1ccccc1	·	-14%	-4%	7%[57.1 µM]	-1%	1%	-17%	-6%	-7%[2.29 µM]
COc1cccc(/C=C2\SC(N3CCC(C)CC3)=NC2=O)c1OC	0.1%	-26%	-24%	-11%	-7%	0%	-39%	2%	-14%
Cc1cc(C(=O)OCC(=O)NC2CCCC(C)C2C)c(C)o1 (configuration not stated)	·	-8%	-22%	1%	-2%	-6%	-3%	9%	27%
O=C(CSc1nc(=O)n2ccccc2n1)NCc1ccccc1Cl	9.8%	-5%	-13%	-2%	0%	0%	20%	-8%	-6%
Cc1cc(Cl)ccc1OC(C)C(=O)NCCc1ccc2c(c1)OCCO2 (configuration not stated)	2.6%	-9%	-10%	2%	0%	-2%	-14%	0%	21%
CCOC(=O)NNc1ccc2nonc2c1[N+](=O)[O-]	0.7%	·	25µM*	-34%	-11%	23%	?	0%	?
CC(C)NS(=O)(=O)c1ccc2nc(NC(=O)c3cncc(Br)c3)sc2c1	3.1%	3%	?	0%[57.1 µM]	-1%	-1%	20%	3%	12%[57.1 µM]
CCCCOc1ccc(C(=O)NCc2nnnn2-c2ccc(C)c(C)c2)cc1	-3.0%	?	-15%	0%[57.1 µM]	3%	6%	10%	-1%	18%[57.1 µM]
Cc1nc(C(=O)Nc2ccc(F)cc2)nn1-c1ccc([N+](=O)[O-])cc1	1.5%	0%	-16%	2%	0%	9%	-25%	2%	1%
C=CCn1c(SCC(=O)Nc2ccc3c(c2)OCCO3)nnc1-c1ccccn1	1.0%	0%	-7%	-11%	2%	7%	-12%	8%	-8%
CCC(c1nnnn1Cc1ccco1)N(CCc1ccccc1)Cc1cc2cc(C)ccc2[nH]c1=O (configuration not stated)	3.3%	-15%	-18%	5%[57.1 µM]	-12%	2%	-37%	0%	10%[57.1 µM]
CCOc1ccc(NS(=O)(=O)c2ccc3c(c2)n(C)c(=O)n3C)cc1	0.0%	23%	-9%	-5%	0%	2%	14%	-2%	13%
CCOc1ccc(CNC(=O)c2cccc(NC(=O)N3CCSc4ncccc43)c2)cc1	4.3%	?	-13%	4%	2%	19%	-27%	5%	8%
CCOc1ccccc1CNc1ncnc2c1nc1n2CCCC1	-0.3%	-10%	-25%	-6%	2%	0%	-5%	0%	2%
CCN(CC)S(=O)(=O)c1ccc(Cl)c(NC(=O)COC(=O)C2CCCCC2)c1	2.0%	0%	-16%	-3%	-4%	7%	-19%	-4%	24%
CCCCN(C)CCNC(=O)C1CCN(S(=O)(=O)c2cccc3nsnc23)CC1	5.9%	-4%	-16%	2%	0%	1%	3%	7%	5%
CNS(=O)(=O)c1cccc(C(=O)OCC(=O)Nc2ccc(OC)cc2[N+](=O)[O-])c1	0.1%	-19%	-21%	-3%	7%	-3%	-11%[56.9 µM]	4%	23%
CC1(NC(=O)Cc2ccc(S(=O)(=O)N3CCOCC3)s2)CCS(=O)(=O)C1 (configuration not stated)	-0.1%	7%	-12%	-3%	0%	-1%	-6%	-3%	-9%
Clc1ccc2c(c1)C(C1=NCCN1)c1ccccc1CS2 (configuration not stated)	0.0%	-10%	-17%	-6%	?	2%	-16%	-15%	-12%
CCNC(=S)Nc1cc(C)ccn1	3.0%	-29%	-2%	-6%	-2%	2%	2%	?	?
CCCNc1nc2c(c(=O)n(C)c(=O)n2C)n1Cc1ccc(F)cc1	1.6%	-5%	-18%	-3%	0%	8%	-9%	-2%	-2%
COc1ccc(CCNS(=O)(=O)c2ccc(Cl)cc2)cc1OC	1.1%	0%	-14%	-6%	0%	-15%	15%	1%	3%
Cc1cc(Nc2ccc(Br)cc2)nc2ccccc12	·	-2%	-27%	4%	-16%	19%	-2%	11%	30%
O=C(c1ccc(CS(=O)(=O)Cc2ccccc2)cc1)N1CCCCC1	-4.2%	6%	-21%	4%	1%	-3%	9%	-2%	15%
Cc1ccc(S(=O)(=O)NNC(=O)C(O)(c2ccccc2C)c2ccccc2C)cc1	0.0%	-10%	-8%	-7%	3%	1%	2%	-9%	5%
CC(C)(C)NS(=O)(=O)c1ccc(CCC(=O)NCc2cccnc2)cc1	1.7%	2%	-28%	2%	-6%	-2%	-11%	4%	21%

Bioassay records deposited in PubChem by National Center for Advancing Translational Sciences (NCATS).
